CRFBP-R2 agonist: agonists of human CRF-binding protein/CRF-R2 receptor complex; HEK293 CRF-R2/CRF-BP, calcium dye fluorescence (FLIPR); percent of saturating CRF peptide response; activation, % at 13.2 µM; 0.46% of 350,000 active; AID 588473;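 active means activation of at least 50%, plus an integration ratio under a set limit after plate pattern correction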;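 further: plate controls were neutral control wells without compound for no effect and CRF at EC100 for full effect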
CHRM5 agonist: CHRM5 agonism in calcium assay; activation, % at 3 µM; 0.19% of 360,000 active; P08912; CHO-K1 hM5 cells, Fluo-8 calcium fluorescence; 0% DMSO wells, 100% maximal acetylcholine response;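 active means activation above the run's mean over test compounds plus 3 SD, cut at about 23% in these data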;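 further: signal is peak over basal fluorescence ratio across the kinetic read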
M4 ag: agonists of human muscarinic M4 receptor (CHRM4); P08173; CHO-K1 hM4/Gqi5, Fluo-8 calcium fluorescence; vehicle 0%, full acetylcholine response 100%; activation, % at 3 µM; 0.14% of 360,000 active; AID 624127;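 active means activation above the run mean over all test wells plus 3 SD, cut at about 32% in these data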;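 further: peak over basal fluorescence ratio per well then scaled between controls; 0% = DMSO wells and 100% = acetylcholine at EC100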
Target sequence (P08173 whole entry, looked up): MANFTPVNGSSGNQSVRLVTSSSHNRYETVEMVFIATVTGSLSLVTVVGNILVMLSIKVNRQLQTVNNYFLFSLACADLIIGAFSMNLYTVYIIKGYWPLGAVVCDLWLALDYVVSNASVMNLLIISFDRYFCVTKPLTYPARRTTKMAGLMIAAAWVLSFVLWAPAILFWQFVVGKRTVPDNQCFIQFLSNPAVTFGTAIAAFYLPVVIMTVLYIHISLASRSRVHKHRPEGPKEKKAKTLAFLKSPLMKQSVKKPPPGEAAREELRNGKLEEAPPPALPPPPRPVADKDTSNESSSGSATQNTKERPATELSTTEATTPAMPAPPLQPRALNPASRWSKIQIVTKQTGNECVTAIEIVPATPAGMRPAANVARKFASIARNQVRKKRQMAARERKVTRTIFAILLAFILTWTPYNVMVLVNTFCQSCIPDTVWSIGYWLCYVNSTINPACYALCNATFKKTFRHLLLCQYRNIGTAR
M1 PAM: potentiates human M1 receptor response to acetylcholine; CHO-K1 hM1, Fluo-8 calcium fluorescence, ACh EC20; 0% = ACh EC20, 100% = maximal ACh; P11229; activation, % at 3 µM; 0.088% of 360,000 active; in the data active means activation above about 19%, passing the limit was not always enough
Target sequence (P11229 whole entry, looked up): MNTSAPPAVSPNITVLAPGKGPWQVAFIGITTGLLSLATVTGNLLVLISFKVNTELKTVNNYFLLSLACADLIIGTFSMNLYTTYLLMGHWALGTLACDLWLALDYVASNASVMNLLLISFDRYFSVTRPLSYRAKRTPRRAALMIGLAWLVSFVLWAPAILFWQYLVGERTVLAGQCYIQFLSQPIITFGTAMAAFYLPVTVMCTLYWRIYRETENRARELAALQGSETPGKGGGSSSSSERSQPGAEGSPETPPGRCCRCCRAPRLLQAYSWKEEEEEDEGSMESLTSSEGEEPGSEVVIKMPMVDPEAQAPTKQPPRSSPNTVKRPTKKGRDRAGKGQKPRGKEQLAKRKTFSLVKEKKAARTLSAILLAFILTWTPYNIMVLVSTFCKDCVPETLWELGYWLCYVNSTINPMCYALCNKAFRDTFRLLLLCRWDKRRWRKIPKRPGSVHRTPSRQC
CHRM4 PAM: positive allosteric modulators of human muscarinic M4 receptor. AID 624126. CHO-K1 hM4/Gqi5, Fluo-8 calcium fluorescence, ACh EC20; 0% = ACh EC20, 100% = maximal ACh. P08173. 0.4% of 360,000 active. activation, % at 3 µM;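 active means activation above its plate's cutoff, the mean activation of sample wells plus 3 SD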; further: some results filed as inactive read as strong as hits
M5 PAM: CHRM5 positive allosteric modulation. CHO-K1 hM5, Fluo-8 calcium, ACh EC20 PAM; 0% = ACh EC20, 100% = ACh EC100. AID 624038. activation, % at 3 µM. P08912. 0.3% of 360,000 active;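 active means activation above the run cutoff, the mean activation of all test compounds plus 3 SD, cut at about 18% in these data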
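system = human M5 receptor in CHO-K1 cells | compound = one concentration, 3 µM final (nominal) | schedule = Post-acetylcholine fluorescence recording 140 s | signal = Fluo-8 calcium dye fluorescence, kinetic read | benchmarks = low control EC20 acetylcholine (0%), high control EC100 acetylcholine (100%) | repeats = singlicate, one well per test compound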
M4 antag: blocks acetylcholine activation of human M4 receptor; 0.73% of 360,000 active; CHO-hM4 cells, ACh EC80, Fluo-8 calcium fluorescence; P08173; AID 624125; inhibition, % at 3 µM;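 active means inhibition above its plate's cutoff, the mean inhibition of sample wells plus 3 SD, cut at about 27% in these data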;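 further: 0% = acetylcholine EC80 with DMSO and 100% = DMSO without agonist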
CHRM5 antagonist: blocks acetylcholine activation of human M5 receptor. AID 624040. P08912. 0.59% of 360,000 active. CHO-hM5 cells, Fluo-8 calcium fluorescence, ACh EC80. inhibition, % at 3 µM;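 active means inhibition above a per-plate cutoff, the mean of that plate's test compounds plus 3 SD, cut at about 27% in these data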;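 further: 0% = acetylcholine EC80 with DMSO and 100% = DMSO without agonist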
M1 antag: antagonists of human M1 muscarinic receptor; P11229; CHO-K1 hM1, Fluo-8 calcium fluorescence, ACh EC80 antagonist; inhibition, % at 3 µM; 1.3% of 360,000 active;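 active means percent inhibition above its own plate's cutoff, namely the mean of that plate's compound wells plus 3 SD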;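 further: peak over basal fluorescence ratio during 140 s after agonist addition; 0% = ACh EC80 plus DMSO and 100% = DMSO alone without agonist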
An asterisk follows results filed as active; x = not tested or not shown. An unsorted share of the library; about 2.8% have a hit in one of these screens.

Each structure is followed by: CRFBP-R2 agonist	CHRM5 agonist	M4 ag	M1 PAM	CHRM4 PAM	M5 PAM	M4 antag	CHRM5 antagonist	M1 antag
CCc1nc2c(OCc3ccc(Cl)cc3)cccn2c1N(C=O)Cc1ccc(OC)cc1
  x	-9	2	-16	-6	-4	7	14	10
Cc1ccc(Cn2cnc3c(cnn3C(C)(C)C)c2=O)cc1
  -2.1	0	8	1	-9	-6	-1	12	1
CC1CCc2sc(C(=O)N(C)CC(=O)Nc3cccc(F)c3)cc2C1 (centres undefined)
  1.2	-1	6	1	3	-5	-5	-3	-17
Cc1cc(S(=O)(=O)Nc2ccc3cn[nH]c3c2)c(C)cc1Cl
  1.6	9	10	12	0	1	12	7	3
O=C(COc1cccnc1[N+](=O)[O-])N1CCC(Cc2ccccc2)CC1
  -1.3	-8	4	3	-2	1	-7	9	-9
O=[N+]([O-])c1ccc2nc(-c3ccccn3)[nH]c2c1
  -1.2	-4	1	11	4	-7	-3	13	-16
Cc1cc2cc(CNS(=O)(=O)N(C)C)ccc2[nH]1
  -5.6	2	0	4	5	2	0	-1	-7
O=C1OCCN1C(=O)[C@H]1[C@H](c2ccccc2)C(c2ccc(F)cc2)=NN1c1ccccc1
  17	-2	4	4	-2	3	-26	-10	-14
Cc1nc(C(=O)NNC(=O)c2cccc(Cl)c2)c(C(F)(F)F)o1
  -1.0	2	0	2	0	-5	5	-2	-4
O=C(c1ccccc1)C1OC1C(=O)c1ccccc1 (centres undefined)
  -1.1	2	0	6	-6	1	4	10	-4
CC(C)(C)c1ccc(CSc2nnc(-c3ccccn3)n2Cc2ccco2)cc1
  2.1	-4	1	2	-8	-4	12	1	-19
O=C(Cn1cnc2c(nnn2-c2ccc(F)cc2)c1=O)N1CCCC1
  -2.1	2	0	4	9	-6	-4	3	-4
O=C(OCc1nc2ccc(Cl)cc2n1CCO)c1ccc(O)cc1
  9.2	1	9	4	-4	-9	-7	3	0
CCc1cccc(CC)c1NC(=O)NC1CCCCC1
  -0.2	1	4	2	-4	-7	-13	3	-2
Nc1nc(C(=O)N2CCOCC2)nn1S(=O)(=O)c1ccccc1
  -3.9	-5	1	2	10	4	-15	-7	-6
CCN(CC)c1ccc(NC(=O)CSc2nc(C)cc(=O)[nH]2)cc1
  -0.6	1	-1	17	-6	1	0	-3	-7
COCCN(C(=O)CSc1nc2ccc(C)cc2[nH]1)c1c(N)n(Cc2ccccc2)c(=O)[nH]c1=O
  0.2	4	0	10	-1	8	-2	-2	-4
O=C(CN1CCN(Cc2ccccc2)CC1)Nc1cccc(Cl)c1
  -1.9	-9	1	-8	-8	-1	3	3	20
CCOC(=O)Cn1c2ccc(OC)cc2c2nc3ccccc3nc21
  6.8	0	0	-1	6	4	0	-1	4
O=C(Cc1cccs1)Nc1ccc(S(=O)(=O)Nc2ncccn2)cc1
  4.4	-2	1	6	5	6	-16	-3	-10
O=C(N/N=C/c1cccs1)c1cc(-c2ccc(Cl)s2)[nH]n1
  -0.3	-1	1	4	4	-1	0	8	0
O=C(C1CCCN(S(=O)(=O)c2cnc[nH]2)C1)N1CCN(Cc2ccccc2)CC1 (centres undefined)
  0.4	1	1	7	8	-1	-5	-1	-13
CC(NS(=O)(=O)c1cccc(C(=O)N(C)Cc2ccc(N3CCOCC3)cc2)c1)c1ccccc1 (centres undefined)
  0.1	-1	6	7	3	3	-27	-2	-8
C#Cc1ccc([C@H]2C=C(C(=O)NCc3nc4ccccc4[nH]3)O[C@@H](OCC)[C@@H]2CCCO)cc1
  -1.0	-10	-1	-18	-10	-17	10	11	15
Cc1cc(=S)n(-c2ccccc2)n1C
  1.7	-5	0	8	-1	-5	7	2	-32
COc1ccc(Cl)cc1C(=O)Nc1ccccc1N1CCN(C(=O)C(C)C)CC1
  8.4	-3	9	6	-4	0	-2	-1	-9
O=c1cnnc(SCCc2ccccc2)[nH]1
  -1.4	-3	-1	1	-2	1	-3	-3	-1
COc1ccc(CNC(=O)CN(C(=O)c2snc(C(N)=O)c2N)c2ccccc2F)cc1
  -0.3	4	16	3	-10	-3	-2	10	2
CC(C)(C)n1nc2c(c1NC(=O)c1cc3ccccc3o1)CSC2
  0.7	-5	1	2	6	8	-23	-8	2
CCOC(=O)C(NC(=O)c1ccccc1)(Nc1cc(C)on1)C(F)(F)F (centres undefined)
  -0.2	-2	0	5	1	0	1	0	-7

Eleven compounds already listed, ordered by formula weight, ascending:
Each structure is followed by: CRFBP-R2 agonist	CHRM5 agonist	M4 ag	M1 PAM	CHRM4 PAM	M5 PAM	M4 antag	CHRM5 antagonist	M1 antag
Cc1cc(=S)n(-c2ccccc2)n1C
  1.7	-5	0	8	-1	-5	7	2	-32
O=c1cnnc(SCCc2ccccc2)[nH]1
  -1.4	-3	-1	1	-2	1	-3	-3	-1
Cc1cc2cc(CNS(=O)(=O)N(C)C)ccc2[nH]1
  -5.6	2	0	4	5	2	0	-1	-7
CCOC(=O)Cn1c2ccc(OC)cc2c2nc3ccccc3nc21
  6.8	0	0	-1	6	4	0	-1	4
Nc1nc(C(=O)N2CCOCC2)nn1S(=O)(=O)c1ccccc1
  -3.9	-5	1	2	10	4	-15	-7	-6
O=C(Cn1cnc2c(nnn2-c2ccc(F)cc2)c1=O)N1CCCC1
  -2.1	2	0	4	9	-6	-4	3	-4
O=C(OCc1nc2ccc(Cl)cc2n1CCO)c1ccc(O)cc1
  9.2	1	9	4	-4	-9	-7	3	0
CCOC(=O)C(NC(=O)c1ccccc1)(Nc1cc(C)on1)C(F)(F)F (centres undefined)
  -0.2	-2	0	5	1	0	1	0	-7
O=C(Cc1cccs1)Nc1ccc(S(=O)(=O)Nc2ncccn2)cc1
  4.4	-2	1	6	5	6	-16	-3	-10
COc1ccc(Cl)cc1C(=O)Nc1ccccc1N1CCN(C(=O)C(C)C)CC1
  8.4	-3	9	6	-4	0	-2	-1	-9
COCCN(C(=O)CSc1nc2ccc(C)cc2[nH]1)c1c(N)n(Cc2ccccc2)c(=O)[nH]c1=O
  0.2	4	0	10	-1	8	-2	-2	-4

Next section
Each structure is followed by: CRFBP-R2 agonist	CHRM5 agonist	M4 ag	M1 PAM	CHRM4 PAM	M5 PAM	M4 antag	CHRM5 antagonist	M1 antag
COc1ccc(-c2coc3c(C(=O)NCc4ccccc4)cccc23)c(C)c1
  x	1	4	-11	-11	-4	2	0	12
CCOC(=O)CC1(CCc2ccccc2)Oc2ccccc2N1S(=O)(=O)c1ccc(C)cc1 (centres undefined)
  x	1	3	x	12	-4	-8	-12	x
COc1cc(C(=O)Oc2cccc(C(=S)N3CCOCC3)c2)cc(OC)c1OC
  -6.5	-2	4	6	1	-6	-3	9	-10
CCC(Oc1ccccc1)C(=O)Nc1ccc(S(=O)(=O)Nc2cc(C)on2)cc1 (centres undefined)
  -0.5	-2	0	29*	6	12	-20	-2	-25
Cc1ccccc1NC(=O)C1CC(=O)N(c2ccccc2F)C1 (centres undefined)
  -0.5	1	1	2	15	0	8	0	-10
N/C(=N\c1nc(CSc2nc3ccccc3s2)cc(=O)[nH]1)Nc1ccc(F)cc1
  0.3	2	2	3	7	1	-5	3	-2
COc1cc(/C=C2\C(=O)N(c3ccc(S(N)(=O)=O)cc3)N=C2C)ccc1OC(=O)c1ccco1
  -4.6	-6	0	5	14	8	-15	0	-9
Cc1ccc(C)c(S(=O)(=O)N2CCN(C(=O)c3cnccn3)CC2)c1
  -0.1	0	1	3	3	-2	5	6	-9
Cc1nn(C)c(C)c1NC(=O)Nc1cccc(C(F)(F)F)c1
  10	3	2	3	3	4	-7	-3	0
O=C(Nc1ccc(F)c(Cl)c1)C1CC(=O)N(Cc2ccco2)C1 (centres undefined)
  -1.4	-1	0	7	2	-10	-5	8	-9
CCOC(=O)c1c(NC(=O)C2CCCN(S(=O)(=O)c3ccc(C)cc3)C2)sc2c1CCCC2 (centres undefined)
  1.1	-1	0	8	3	-1	-7	4	-5
CCOC(=O)c1nn(-c2ccccc2F)c2nc(Nc3ccccc3)cc(=O)n12
  0.6	-2	3	5	2	1	4	-2	-11
COc1ccc(OC)c(C(C(=O)NC2CCCCC2)N(C(=O)c2ccccn2)c2cccnc2)c1 (centres undefined)
  -1.1	-3	1	6	-2	3	2	9	-7
O=C(O)c1ccccc1SCc1ccc2c(c1)OCO2
  -1.9	-10	0	7	3	9	5	-3	-10
CCOc1ccc(CC(=O)Nc2nccs2)cc1
  0.8	4	2	3	5	4	-7	0	-3
Cc1cccc(N2C(=O)C=CC2=O)c1
  4.3	-1	1	2	-3	15	8	-1	-11
COc1cc(NC(=O)C2CC2)c(C(=O)O)cc1OC
  -2.3	2	1	8	6	0	12	1	-8
Cn1c(NCCc2ccccc2)cc(=O)n(C)c1=O
  -0.5	-2	5	12	3	0	-6	2	-16
O=S1(=O)CCN(C2CC2)CC1
  9.0	0	-1	3	-3	-3	5	6	-8
COc1cc2c(C(=O)N3CCN(C)CC3)c(C)oc2cc1Br
  -1.2	-3	2	9	0	-4	-13	1	-12
CCCC12CN3CC(C)(CN(C1)C3c1cccs1)C2=O (centres undefined)
  -1.9	-3	1	3	-4	1	2	4	0
O=S(=O)(NN=Cc1cccc(Cl)c1)c1ccccc1
  x	0	0	4	-2	-1	1	3	0

Compound activity deposited in PubChem BioAssay by several laboratories.
